TNAP pNPP inh – blocks human TNAP p-nitrophenol release | P05186 | inhibition, % at 20 µM | purified TNAP, pNPP hydrolysis, absorbance 405 nm | 21,000 tested, under 10 active | AID 615;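 note: 0% = DMSO only wells and 100% = 1 mM levamisole wells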
Target sequence (P05186 whole entry, looked up): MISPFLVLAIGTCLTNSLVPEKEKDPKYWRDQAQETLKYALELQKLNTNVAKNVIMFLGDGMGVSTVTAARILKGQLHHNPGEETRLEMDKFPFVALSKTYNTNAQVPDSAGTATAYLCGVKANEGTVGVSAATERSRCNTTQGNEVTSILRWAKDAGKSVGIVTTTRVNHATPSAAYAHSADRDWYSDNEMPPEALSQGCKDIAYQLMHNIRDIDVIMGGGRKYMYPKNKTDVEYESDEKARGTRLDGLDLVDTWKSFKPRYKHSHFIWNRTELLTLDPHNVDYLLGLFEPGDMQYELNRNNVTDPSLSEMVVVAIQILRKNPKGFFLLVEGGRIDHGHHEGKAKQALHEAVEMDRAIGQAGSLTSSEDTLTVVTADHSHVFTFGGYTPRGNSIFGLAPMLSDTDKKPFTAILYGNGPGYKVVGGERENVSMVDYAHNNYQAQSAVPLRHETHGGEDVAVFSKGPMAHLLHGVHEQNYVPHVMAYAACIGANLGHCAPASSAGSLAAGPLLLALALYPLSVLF
TNAP inh Pi – blocks human TNAP phosphate release. P05186. purified TNAP, pNPP, malachite green phosphate absorbance. inhibition, % at 20 µM. 21,000 tested, under 10 active
An asterisk follows results filed as active.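 Rule for the calls: active = inhibition above 50% at the 20 µM single-dose screen; inactive = the rest.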 A portion of the library, so the mix of outcomes need not match the whole.

Below each SMILES: TNAP inh Pi | TNAP pNPP inh
> O=C(CCCC(=O)N(CC(=O)NC1CCCC1)C1CCCC1)Nc1ccccn1
    13 | 7
> COc1ccc(C(C)=O)cc1COC(=O)c1cnc(C)cn1
    8 | 0
> O=C(c1ccccc1)n1c(=S)nc2ccccn21
    0 | 0
> O=C(c1ccc(Cl)cc1)c1ccccc1C(=O)N1CCOCC1
    -8 | -10
> CCOC(=O)Cc1cc(=O)n2[nH]c(C)cc2n1
    5 | -3
> CSc1nnc2c3c4c(sc3nc(-n3nc(C)cc3C)n12)COC(C)(C)C4
    8 | 4
> COc1ccc(CNc2cc(C)nc3ncnn23)c(OC)c1
    8 | 13
> Cc1cc(/C=C(/C#N)c2cccc(F)c2)c(C)n1-c1cccnc1
    0 | 0
> O=C(CSc1n[nH]c(-c2ccncc2)n1)Nc1ccccn1
    1 | -4
> O=C(Nc1ccc(F)cc1F)c1cccnc1
    0 | 0
> Cc1cc(/C=c2/sc3nc4ccccc4n3c2=O)c(C)n1-c1ccccn1
    -8 | -10
> CCn1cc(C(=O)Nc2ccc(-n3cnnn3)c(OC)c2)c(=O)c2ccc(C)nc21
    -2 | 2
> CS(=O)(=O)N(CCc1ccccc1)CC(=O)N1CCN(Cc2ccc3c(c2)OCO3)CC1
    14 | 4
> C=CCn1c(N)cc(=O)nc1SCC(=O)Nc1ccccc1
    7 | 5
> COc1ccc(CNC(=O)c2ccc(=O)oc2)cc1OC
    4 | -1
> CCCn1c(SCC(=O)Nc2nc3c(s2)CCCC3)nc2c1c(=O)n(C)c(=O)n2C
    -64 | -32
> O=C1c2ccccc2C(=O)N1Cc1nc2ccccc2o1
    2 | 6
> Cc1ccc2c(C)nc(NC3=NCN(Cc4ccccc4)CN3)nc2c1
    10 | 4
> Cn1nnnc1SCC(=O)N(C1CCCCC1)C1CCCCC1
    11 | 4
> CCSc1nc(O)c(C2OC(=O)c3c2ccc(OC)c3OC)c(=O)n1-c1ccccc1 (stereo not given)
    9 | 2
> C=CCOc1ccc(C2N3CC4(CC)CN2CC(CC)(C3)C4=O)cc1 (stereo not given)
    12 | 6
> CCOc1ccc(-c2cn(CCC#N)cn2)cc1
    12 | 5
> O=C(NCCc1ccc2c(c1)OCO2)C1CCN(S(=O)(=O)c2ccc(Cl)cc2)CC1
    -3 | 4
> O=C(c1ccco1)N(CCCN1CCOCC1)c1nc(-c2ccc(F)cc2)cs1
    18 | 6
> COc1ccccc1-n1cnc(N)c1C(=O)c1ccccc1
    9 | 3
> CCOC(=O)c1cc(C#N)c(NCc2ccccc2)nc1C
    -1 | 1
> NC(=O)c1nc(N2CCOCC2)nc(N2CCOCC2)n1
    7 | 2
> O=C(Nc1ccc2ccccc2c1)c1cnccn1
    0 | 0
> CC(C(=O)NC(=O)NCc1ccccc1)N1C(=O)c2ccccc2C1=O (stereo not given)
    8 | 5
> CCS(=O)(=O)C(=C1NCCO1)S(=O)(=O)CC
    -17 | 6

The closing four compounds of the part before are carried over, then new ones follow.
Below each SMILES: TNAP inh Pi | TNAP pNPP inh
> NC(=O)c1nc(N2CCOCC2)nc(N2CCOCC2)n1
    7 | 2
> O=C(Nc1ccc2ccccc2c1)c1cnccn1
    0 | 0
> CC(C(=O)NC(=O)NCc1ccccc1)N1C(=O)c2ccccc2C1=O (stereo not given)
    8 | 5
> CCS(=O)(=O)C(=C1NCCO1)S(=O)(=O)CC
    -17 | 6
> CCC(C)n1c(-c2cccs2)nc2nc3ccccc3nc21 (stereo not given)
    10 | 6
> CNC(=O)Oc1ccc2c(c1)[C@]1(C)CCN(C)[C@@H]1N2C
    0 | 0
> Cc1ccc(N(CC(=O)O)C2SC(=O)NC2=O)cc1 (stereo not given)
    0 | 0
> CCOC(=O)C1=C(C)NC(C)=C(C(=O)OC)C1c1cccc(Cl)c1Cl (stereo not given)
    6 | 3
> Cc1nc2n[nH]c(N)c2c2c1COC(C)(C)C2
    6 | 2
> O=C(/C=N/O)NCCCN1CCCCCC1
    4 | -1
> CC1=C(C(=O)Nc2ccc(F)cc2)C(c2ccc(C)o2)C2=C(CC(C)(C)CC2=O)N1 (stereo not given)
    -5 | -12
> COc1ccc(C2CCN(Cc3cccnc3)CC2O)cc1 (stereo not given)
    3 | -4
> Cc1cc2n(n1)C(c1ccc(N(C)C)cc1)Nc1ccccc1-2 (stereo not given)
    7 | 5
> COc1ccccc1CCNC(=O)c1ccoc1C
    8 | 0
> O=C(Nc1ccc(N2CCCCC2)cc1)c1cncc(Br)c1
    -4 | 2
> O=C(CS(=O)(=O)Cc1ccccc1)Nc1cccnc1
    10 | 1
> O=C(O)c1ccccc1C(=O)NCc1cccnc1
    8 | 0
> Cc1ccc(C(=O)Nc2ccc(S(=O)(=O)N3CCN(C)CC3)cc2)o1
    12 | 5
> O=C1CSC(=O)N1CC(O)COc1ccc(Cl)cc1 (stereo not given)
    -27 | 1
> Cn1c(Cc2cccs2)nnc1SCc1nc2ccccc2[nH]1
    0 | -2
> CCC1CCCCN1Cc1ccc(OC)c(OC)c1 (stereo not given)
    -5 | -4
> CCC(c1nnnn1C(C)(C)CC)N(CCCO)Cc1cc2cccc(C)c2[nH]c1=O (stereo not given)
    11 | 4
> COc1ccc(N(C(=O)Nc2ccc(Cl)cc2)C2=NCCC2)cc1
    13 | 6
> S=c1nc(-c2ccccc2)[nH]n1-c1ccccc1
    -14 | -10
> Cn1c(=O)[nH]c(=O)c2c1nc(Br)n2CCSc1ncccn1
    11 | 5
> CCNCc1cc2cc(C)ccc2[nH]c1=O
    6 | 2
> Cc1ccc(S(=O)(=O)Nn2c(C)nnc2-n2nc(C)cc2C)cc1
    12 | 5
> COc1ccc(N2CCN(S(=O)(=O)c3cccs3)CC2)cc1
    18 | 5
> Cc1ccc2c(NC(=O)C3CC3)c(C)ccc2n1
    0 | 0
> Cc1cc(NS(=O)(=O)c2ccc(OCCNS(C)(=O)=O)cc2)no1
    19 | 6
> COc1cccc(-n2c(C)nnc2SCC(=O)Nc2ccccc2N2CCOCC2)c1
    17 | 7
> O=C(O)CCNS(=O)(=O)c1ccc2c(c1)Cc1ccccc1-2
    5 | 3
> CCCCOc1ccc(C)cc1CN(CCO)CCO
    -16 | -13
> C=CCn1c(SCC(=O)Nc2ccccc2CC)nnc1-c1ccncc1
    -7 | 2
> COC(=O)C1CCN(C(=O)COC(=O)c2n[nH]c3ccccc23)CC1
    -3 | 10
> Cc1ccccc1N(CC(=O)NCc1ccncc1)S(C)(=O)=O
    0 | 0
> O=C(O)c1cc2ccccc2n1-c1ccccc1
    4 | 4
> O=C(COC(=O)CCC(=O)c1ccc2c(c1)OCCO2)NCc1ccc2c(c1)OCO2
    14 | 1
> Cc1cc(N2CCCC2)nc(-c2ccccc2O)n1
    8 | 8
> Cc1cc(=O)oc2cc(OCC(O)CN3CCc4ccccc4C3)ccc12 (stereo not given)
    16 | 0
> COc1ccc(CNC(=O)c2cc(-c3ccccc3O)n[nH]2)cc1
    5 | 1
> COc1ccc(CN(C(=O)c2oc3ccccc3c2C)C2CCS(=O)(=O)C2)cc1OC (stereo not given)
    5 | -2
> O=C(O)CCc1nc(-c2ccccc2)no1
    -5 | 6
> COC(=O)C(C(=O)OC)=C(/C=C/N(C)C)N(C)C
    10 | 5
> COc1ccc(C2C(C#N)=C(N)Oc3c2oc(CO)cc3=O)c(OC)c1OC (stereo not given)
    -6 | -1
> CCCC(=O)Nc1ccc(N2CCN(C(=O)c3cccs3)CC2)cc1
    12 | 3
> C/C=C/c1ccc(OCCCN2C(=O)NC(C)(C)C2=O)c(OC)c1
    11 | 4
> COc1ccc(C2=NOC3(CC(=O)N(c4ccc(C)cc4)C3=O)C2)c(OC)c1 (stereo not given)
    11 | 4
> CCc1c(C)sc(NC(=O)c2cccs2)c1C(=O)OC(C)C
    -9 | -12
> C1=CCC(/C=N/n2cnnc2)CC1 (stereo not given)
    -8 | -13
> C=CCn1c(SCC(=O)Nc2ccc(N(C)C)cc2)nnc1-c1cccc(C)c1
    5 | -2
> CCOc1ccc(N2C(=O)CC(SCCN)C2=O)cc1 (stereo not given)
    15 | 6
> c1ccc(-n2c(-c3ccncc3)nnc2-c2ccco2)cc1
    -7 | 1
> COc1ccc(/C(O)=C2/C(=O)C(=O)N(CCN3CCOCC3)C2c2cccnc2)cc1OC (stereo not given)
    8 | 1
> COc1ccc(S(=O)(=O)NCCSCc2ccco2)cc1
    12 | 6
> CCOCC(=O)Nc1nc2ccc(S(C)(=O)=O)cc2s1
    21 | 15
> CCCc1cc(N2CCCC(C(=O)NCc3ccc4c(c3)OCO4)C2)n2ncnc2n1 (stereo not given)
    30 | 19
> CCCc1nnc(NC(=O)c2c(O)c3cccc4c3n(c2=O)CCC4)s1
    -3 | 2
> O=C1CC(c2ccco2)CC(O)=C1C=Nc1cc(Cl)ccc1O (stereo not given)
    12 | 6
> O=C(Nc1ccc(-n2cnnn2)cc1)C1CCC1
    -17 | -4
> C/C=C(\C)CN1CCc2cc(OC)c(OC)cc2C1
    0 | 6
> N#CCCN(CCC#N)c1nnc(-c2ccccc2)s1
    0 | 0
> CCOc1cc(CNc2ncc(-c3ccc(OC)cc3)n2C)ccc1O
    13 | 9
> Clc1ccc(C(c2nnnn2C2CCCC2)N2CCSCC2)cc1 (stereo not given)
    -8 | 2

Additional records
Below each SMILES: TNAP inh Pi | TNAP pNPP inh
> O=P(O)(CCCCP(=O)(O)CCc1ccccc1)CCc1ccccc1
    9 | 4
> CC1(c2ccccc2)CC(c2ccccc2)=Nc2nonc2N1 (stereo not given)
    3 | -5
> COc1ccc(Nc2nc(Nc3ccc(OC)cc3)nc(-n3[nH]c(=O)c(C)c3C)n2)cc1
    8 | -1
> COC(=O)c1ccc(-c2nc3ccccc3o2)cc1
    6 | 3
> CCOc1ccc(-c2nc(C#N)c(N3CCN(CC)CC3)o2)cc1
    8 | 2
> O=C(CN1C(=O)c2ccccc2S1(=O)=O)N1CCc2ccccc2C1
    11 | 7
> O=C(CSc1nnc(NC(=O)c2ccco2)s1)NC1CCCCC1
    5 | -3
> COc1ccc(CNC(=O)CN(C(=O)c2cc3sccc3n2C)C2CCCC2)cc1
    7 | 4
> Cc1ccc(OCC(=O)N2CCN(C3=NS(=O)(=O)c4ccccc43)CC2)cc1
    8 | 2
> CCOC(=O)c1cnc2c(Cl)cc(Cl)cc2c1NCCOCCO
    6 | 2
> N#CCSc1nnc2c(Cl)cc(Cl)cn12
    13 | 2
> CSc1nc(N)nc(SCC(=O)C23CC4CC(CC(C4)C2)C3)c1C#N
    -22 | -1
> O=S(=O)(c1ccc(Br)c2nsnc12)N1CCOCC1
    7 | 4
> Cc1nn(Cc2ccccc2)c(Cl)c1C(=O)OCc1nnc(-c2ccccc2)o1
    -22 | 2
> O=C(NC1CCCCC1)n1c(=O)oc2ccccc21
    -12 | 6
> c1ccc(-n2ncc3c(N4CCN(c5ccccn5)CC4)nc(N4CCCCC4)nc32)cc1
    -2 | -6
> COC(=O)c1ccccc1NC(=O)CNc1cc(Cl)ccc1N1CCOCC1
    9 | 3
> Oc1oc(-c2ccccc2)nc1C=NCc1ccncc1
    -8 | -2
> Cc1noc(C)c1CN1C(=O)NC2(CCc3ccccc3C2)C1=O (stereo not given)
    5 | 2
> Cc1ccc2[nH]c(=O)c(CN(Cc3ccccc3Cl)C(=O)N3CCOCC3)cc2c1
    10 | 4
> Cc1cccnc1NC(=O)c1c(O)c2ccccc2n(C)c1=O
    6 | 3
> c1ccc(-n2ncc3c2ncn2nc(CSc4nc5ccccc5s4)nc32)cc1
    10 | 0
> CCN(c1ccccc1)S(=O)(=O)c1ccc(F)cc1
    7 | 7
> COc1ccc(NC(=O)C=C(C)C)cc1Cl
    9 | 0
> Oc1ccc2ccccc2c1/C=N/n1cnnc1
    0 | -5
> COc1ccc(C2SCCN2S(=O)(=O)c2ccc(F)cc2)cc1OC (stereo not given)
    -21 | 3
> Clc1ccc2[nH]c3c(NCCCN4CCOCC4)ncnc3c2c1
    -12 | -9
> O=C(O)Cn1c(P(=O)(O)c2ccccc2)nc2ccccc21
    20 | 6
> S=c1[nH]nc(-c2ccco2)n1C1CCCCC1
    6 | 1
> COC(=O)c1cccc(NC(=O)c2nn(C)c(=O)c3ccccc23)c1
    6 | 3
> OC1CN=C2Sc3ccccc3N2C1 (stereo not given)
    8 | 3
> O=S(=O)(/N=C/N1CCOCC1)c1ccc(Cl)cc1
    8 | 3
> c1ccc(CSc2ncccn2)cc1
    7 | -1
> CC1=CC(c2ccccc2)n2nc(N3C(=O)C4CC=CCC4C3=O)nc2N1 (stereo not given)
    12 | 7
> O=C(C1CCCO1)N1CCC(O)(c2ccccc2)CC1 (stereo not given)
    4 | -3
> Cc1sc2ncn3c(C)nnc3c2c1C
    0 | 0
> Nn1c(SC/C=C/c2ccccc2)nnc1-c1cccnc1
    1 | 4
> Cn1c(SCC(=O)N2CCCCC2)nnc1-c1ccc(S(=O)(=O)N2CCOCC2)cc1
    6 | 2
> Cc1ccc(S(=O)(=O)CCC(=O)OCC(=O)Nc2cc(C)on2)cc1
    5 | 2
> COC(=O)Nc1c(C(=O)OC)cc(OC)c(OC)c1OC
    2 | -2
> COc1ccc(C(=O)COC(=O)CN2C(=O)NC(C)(C)C2=O)cc1OC
    9 | 6

Full records as entered above.
O=C(C1CCCO1)N1CCC(O)(c2ccccc2)CC1 (stereo not given) across the screens: TNAP inh Pi: 4; TNAP pNPP inh: -3
CC1=CC(c2ccccc2)n2nc(N3C(=O)C4CC=CCC4C3=O)nc2N1 (stereo not given) across the screens: TNAP inh Pi: 12; TNAP pNPP inh: 7
